BAP1 inh – inhibitors of BAP1 deubiquitinase, primary screen, biochemical, Ub-AMC fluorescence, kinetic; actives 0.48% (n = 72,000); recombinant BAP1, Ub-AMC hydrolysis fluorescence kinetic; active compounds read low; AID 436, 2006; activity remaining (% of control), % at 20 µM; Ubiquitin carboxyl-terminal hydrolase BAP1 (Homo sapiens), Q92560;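 active means activity remaining at or below 50% of control, provided the compound also passes the data quality filters; inactive means the rest, including low values that fail the filters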;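 further: 100% = DMSO wells rate and 0% = substrate alone blank rate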
Target sequence (Q92560 whole entry, looked up): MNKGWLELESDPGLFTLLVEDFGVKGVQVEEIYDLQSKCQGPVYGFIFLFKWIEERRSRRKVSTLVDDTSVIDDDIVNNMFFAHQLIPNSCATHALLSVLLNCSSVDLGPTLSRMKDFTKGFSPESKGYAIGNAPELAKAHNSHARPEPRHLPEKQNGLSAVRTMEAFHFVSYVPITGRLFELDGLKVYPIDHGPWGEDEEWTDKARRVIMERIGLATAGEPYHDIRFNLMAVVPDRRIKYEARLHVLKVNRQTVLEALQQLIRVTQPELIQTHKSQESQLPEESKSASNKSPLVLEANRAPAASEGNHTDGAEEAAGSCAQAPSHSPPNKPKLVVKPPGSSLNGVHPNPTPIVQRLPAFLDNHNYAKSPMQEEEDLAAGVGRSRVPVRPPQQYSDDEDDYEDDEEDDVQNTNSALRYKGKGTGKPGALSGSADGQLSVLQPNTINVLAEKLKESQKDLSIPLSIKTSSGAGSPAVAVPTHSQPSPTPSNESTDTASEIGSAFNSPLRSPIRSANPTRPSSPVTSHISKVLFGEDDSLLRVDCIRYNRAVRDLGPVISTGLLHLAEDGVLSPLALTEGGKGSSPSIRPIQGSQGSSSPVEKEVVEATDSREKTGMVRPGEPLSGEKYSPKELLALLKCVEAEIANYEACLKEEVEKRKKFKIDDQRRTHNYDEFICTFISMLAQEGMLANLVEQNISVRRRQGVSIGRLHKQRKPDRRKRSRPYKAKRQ
HePTP inh – inhibitors of human HePTP phosphatase, primary screen, biochemical, absorbance, leukemia target; recombinant HePTP phosphatase activity, OD absorbance; Tyrosine-protein phosphatase non-receptor type 7 (Homo sapiens), P35236; actives 0.64% (n = 110,000); inhibition, % at 20 µM; in the data active means inhibition above about 50%;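 further: plate controls were vehicle for no effect and reference inhibitor for full effect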
Target sequence (P35236 whole entry, looked up): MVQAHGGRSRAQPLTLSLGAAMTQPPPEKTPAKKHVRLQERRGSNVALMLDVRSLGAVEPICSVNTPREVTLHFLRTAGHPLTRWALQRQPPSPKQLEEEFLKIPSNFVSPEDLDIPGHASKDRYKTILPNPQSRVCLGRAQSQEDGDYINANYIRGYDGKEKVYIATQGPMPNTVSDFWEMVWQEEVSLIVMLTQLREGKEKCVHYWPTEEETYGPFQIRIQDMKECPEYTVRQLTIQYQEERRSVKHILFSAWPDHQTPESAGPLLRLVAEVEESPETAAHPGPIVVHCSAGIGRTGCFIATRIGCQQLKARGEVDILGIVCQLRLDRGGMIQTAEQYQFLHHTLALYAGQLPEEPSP
The depositor's hits bear a star; · = not tested or not shown.

Molecule | BAP1 inh | HePTP inh
CCN(CC)c1ccc(N=Cc2ccc(C=Nc3ccc(N(CC)CC)cc3)cc2)cc1 | · | -8
COc1ccc(CN2CCN(C3CCCC3)CC2)c(OC)c1 | · | -14
CCOc1ccccc1COC(=O)c1cccc(-n2cnnn2)c1 | 71 | 7
CCCn1c(-c2cccs2)nc2ccccc21 | 77 | -4
Cc1c(C(=O)NCc2cccs2)oc2ccccc12 | 115 | 7
COc1ccc(N2C(=O)C3CCCN3C2c2ccc(C)cc2)cc1 (stereo not drawn) | 104 | 4
O=C(NCc1ccccc1)/C(NC(=O)c1ccccc1)=C1\c2ccccc2-c2ccc([N+](=O)[O-])cc21 | · | 5
O=C(CCCCCn1c(=O)[nH]c2ccsc2c1=O)NCc1cccs1 | · | 8
CCCC(=O)Nc1ccc(NC(=O)c2cc(Br)ccc2I)cc1 | · | 4
COc1cccc(C2C(C(=O)Nc3ccccc3)=C(C)N=c3s/c(=C\c4ccc(N(C)C)cc4)c(=O)n32)c1 (stereo not drawn) | · | -14
CCNC(=O)c1c(-c2c(Cl)cccc2Cl)noc1C | · | -14
C=CCNC(=O)CCCc1ccccc1 | 99 | -6
CC(C)(C)n1nc2c(c1NC(=O)Cc1ccc(F)cc1)CSC2 | 88 | 11
Cc1onc(-c2ccccc2Cl)c1C(=O)OCN1C(=O)c2ccccc2C1=O | 94 | 1
CC(/C=N\NC(=O)c1ccc2c(c1)OCO2)c1ccccc1 (stereo not drawn) | · | 7
CCCCCn1c(SCCN2CCOCC2)nc2c1c(=O)[nH]c(=O)n2C | 106 | -3
CC(C)OC(=O)CCc1nc2ccccc2[nH]c1=O | 342 | 6
O=C1NC(c2cccc3ccccc23)Nc2sc3c(c21)CCCC3 (stereo not drawn) | 75 | ·
Cc1c(Cl)c([N+](=O)[O-])nn1CC(=O)N1CCN(C)CC1 | · | 14
C#Cc1cccc(NC(=O)C(C)(C)C)c1 | · | 7
COc1ccccc1C(=O)Nc1ccccc1C(=O)N1CCCC1 | 69 | ·
Cc1cc(NNc2ccc(Cl)cc2)c(C(N)=O)c(C)n1 | · | -14
CCCC(=O)Nc1ncnc2c1ncn2[C@@H]1O[C@@H]2COP(=O)(O)O[C@H]2[C@H]1OC(=O)CCC | 135 | 7
Cc1c(Cl)cccc1-c1ccc(C=O)o1 | · | 6
COC(=O)c1ccccc1NC(=O)C1CC(c2ccc(F)cc2)=NO1 (stereo not drawn) | 88 | -6
Cc1ccc(C(=O)NC(C(=O)NC(C)(C)C)C23CC4CC(CC(C4)C2)C3)cc1 (stereo not drawn) | · | 2
NC(=O)c1c(NC(=O)c2ccccc2Cl)sc2c1CCCC2 | · | 4
COc1cc(/C=C2\N=C(c3ccc(F)cc3)OC2=O)ccc1OC(=O)c1ccccc1Cl | · | -5
N#Cc1ccccc1NC(=O)CSCCSCC(=O)Nc1ccccc1C#N | · | 4
O=C1c2cc3ccccc3c(-c3ccccc3)c2C(=O)N1c1cccc(O)c1 | · | 7
COc1ccc(C2Nc3ccccc3C(=O)N2Cc2ccco2)cc1COc1ccc([N+](=O)[O-])c(C)c1 (stereo not drawn) | · | 4
O=C(O)CCC(=O)N1CCN(c2ccccn2)CC1 | 118 | 8
CC(C)c1nnc(NC(=O)CCC(=O)NCc2ccc3c(c2)OCO3)s1 | 98 | 5
CCOc1cccc(-c2nn3c(-c4cc(C)[nH]n4)nnc3s2)c1 | 105 | -9
COc1ccccc1NC(=O)Cn1nnc(-c2ccccc2NC(=O)c2ccco2)n1 | 87 | 13
Cc1c(NC(=O)c2ccc(COc3ccc4ccccc4c3)o2)c(=O)n(-c2ccccc2)n1C | 89 | 0
Cc1[nH]nc2c1C1(CCOC1C)C(C#N)=C(N)O2 (stereo not drawn) | 108 | -7
O=C(CN1CCC(NC(=O)c2ccccc2)CC1)NCc1ccccc1F | 113 | 8
Cc1ccc(C23CC4CC(CC(C(=O)Nc5ccc(F)cc5F)(C4)C2)C3)cc1 | · | 72*
COC(=O)Cn1c2ccc(F)cc2c2nc(C)sc21 | 102 | 0
Cc1ccc(S(=O)(=O)N(CCO)c2cc3c(s2)CCCC3)cc1 | 87 | 9
O=C(NC1=NCCS1)c1cccs1 | 102 | 11
CN1CCN(/N=C2\C(=O)Nc3ccccc32)CC1 | · | -6
C=CCn1c(NCc2ccc(N(CC)CC)cc2)nc2ccccc21 | · | 8
CC(=O)C1=C(O)CCC1=N | 117 | 4
COc1ccc(CNC(=O)CN(c2cccc3ccccc23)S(C)(=O)=O)cc1 | · | 9
Cc1ccc(/C=N/Nc2nc(N3CCOCC3)nc(N3CCOCC3)n2)c(C)c1 | · | -4
O=C(Nc1ccccc1C(F)(F)F)c1nn2c(c1Cl)NC(c1ccccc1)CC2C(F)(F)F (stereo not drawn) | · | 3
S=c1n(CN2CCOCC2)nnn1-c1ccccc1 | · | -13
O=c1oc(-c2ccc(Cl)c(Cl)c2)nc2ccccc12 | · | 5
COc1ccc(C(=O)COC(=O)c2ccco2)cc1 | 102 | 3
COc1ccc(S(=O)(=O)NCC(c2cccnc2)N2CCN(c3ccccc3)CC2)cc1C (stereo not drawn) | 118 | 14
CCOC(=O)CNC(=O)c1c(-c2ccccc2Cl)noc1C | 75 | ·
CCOc1ccc(NC2c3ccccc3C(=O)N2c2ccc(Cl)cn2)cc1 (stereo not drawn) | 81 | 7
O=C(NC1(C(F)(F)F)N=C2SCCN2C1=O)C1CCCCC1 (stereo not drawn) | · | -14
CCC(=O)Nc1cnc(NC(=O)c2cccc(F)c2)cc1C | 95 | 7
Cc1ccc(/C(N)=N/OC(=O)/C=C/c2ccccc2)cc1 | · | -10
CCn1c(=O)cc(OCC(=O)NCCCN2CCN(c3cccc(Cl)c3)CC2)c2ccccc21 | 122 | -2
Cc1ccc(O)c(N=CC2=C(O)c3ccccc3C2=O)c1 | 41* | 1
CC(C)n1c2ccccc2c2nnc(SCC(=O)OCN3C(=O)c4ccccc4C3=O)nc21 | 79 | 8

More records follow.
Molecule | BAP1 inh | HePTP inh
CCOc1cc(/C=N/NC(=O)c2cc(-c3ccc(Cl)cc3)n[nH]2)ccc1O | · | 0
NC(=O)C1CCN(C(=O)c2ccc(CS(=O)(=O)c3c(Cl)cccc3Cl)o2)CC1 | 99 | -1
COC(=O)C1(C(F)(F)F)N=C(N(C)C)OC(N(C)C)=N1 | 97 | 2
CCCOC(=O)C(C)Sc1n[nH]c(=O)[nH]c1=O (stereo not drawn) | · | 2
CCOC(=O)C1CCCN(CC(O)COc2ccc(OC)cc2C(C)(C)C)C1 (stereo not drawn) | 97 | 6
CCn1c(SCc2nc3cc(OC)c(OC)cc3c(=O)[nH]2)nnc1-c1ccncc1 | 111 | 7
O=C(Nc1ccc2nc(NC(=O)C3CCCCC3)sc2c1)C1CCCCC1 | 102 | ·
CCOc1cc(C(=O)Nc2ccc(S(=O)(=O)Nc3cc(C)on3)cc2)cc(OCC)c1OCC | 109 | 9
Cn1c(=O)c2c(nc(CN3CCN(c4ccccc4)CC3)n2CCCc2ccccc2)n(C)c1=O | 98 | ·
C=CCn1c(SCc2cc(C(=O)OC)c(C)o2)nnc1-c1ccncc1 | 105 | -2
CCCNC(=O)Cc1ccsc1 | 83 | -4
COCCNC(=O)CSc1ccc(C)cc1 | 98 | 0
Cc1c(N2C(=O)SC(CC(=O)O)C2=O)c(=O)n(-c2ccccc2)n1C (stereo not drawn) | 95 | -2
COc1ccccc1/C=C1\SC(=S)N(C2CCS(=O)(=O)C2)C1=O (stereo not drawn) | · | -5
Cc1cccc(-n2c(N)cc(=O)nc2SCC(=O)Nc2ccccc2)c1 | 97 | 9
CCN1CC2([N+](=O)[O-])C=C(C(N)=O)CC([N+](=O)[O-])(C1)C2 (stereo not drawn) | · | -13
COc1cc(/C=N\N2CCN(c3ccccc3)CC2)cc(Br)c1O | · | -4
CCCOc1ccc(CCC(=O)O)cc1 | · | 2
COc1ccc2ccccc2c1C1C(C(C)=O)=C(C)N=c2s/c(=C\c3cccc(O)c3)c(=O)n21 (stereo not drawn) | · | 0
O=C(CSc1ccc2nnc(-c3ccccn3)n2n1)N1CCOCC1 | 96 | -3
CC1=CC(C)(C)N(C(=S)NC(=O)c2ccccc2)c2ccccc21 | · | 0
Cc1nn(CC(=O)Nc2c(F)cc(F)cc2Br)c(C)c1[N+](=O)[O-] | · | -1
COCCNC(=O)COc1ccccc1C | · | 5
CN(CC(=O)N1CCCCC1)S(=O)(=O)c1cccc2cccnc12 | 98 | 6

Compound profiles (already shown). Values in the order: BAP1 inh, HePTP inh
`CCCOc1ccc(CCC(=O)O)cc1` is listed as ·, 2
`CCN1CC2([N+](=O)[O-])C=C(C(N)=O)CC([N+](=O)[O-])(C1)C2` (stereo not drawn) is listed as ·, -13
`COCCNC(=O)COc1ccccc1C` is listed as ·, 5
`CC1=CC(C)(C)N(C(=S)NC(=O)c2ccccc2)c2ccccc21` is listed as ·, 0
`Cc1cccc(-n2c(N)cc(=O)nc2SCC(=O)Nc2ccccc2)c1` is listed as 97, 9

(cont.)
Molecule | BAP1 inh | HePTP inh
O=C1OCCC1Sc1ncnc2sccc12 (stereo not drawn) | 112 | 5
O=C(CN1CCN(S(=O)(=O)c2ccccc2)CC1)Nc1ccc2c(c1)OCO2 | 98 | -9
COc1ccc(S(=O)(=O)Nc2ccc(S(=O)(=O)NC(C)=O)cc2)cc1 | · | -7
Cc1ccc(OCCCN2CCOCC2)c(C(C)(C)C)c1 | · | -3
COc1ccc(CCN2C(=O)/C(=C3/C(=O)N(C)c4ccccc43)SC2=S)cc1OC | · | -6
O=S(=O)(Nc1ccccn1)c1cc(Cl)c(Cl)cc1Cl | · | -4
CCCn1c(C(O)c2ccc(C(C)C)cc2)nc2ccccc21 (stereo not drawn) | 62 | ·
CC(=O)NC(Cc1ccccc1)C(=O)N1CCN(C(=O)c2ccco2)CC1 (stereo not drawn) | 113 | 9
COc1cc(/C=C(\C#N)C(=O)c2ccc(O)c(O)c2)cc(I)c1O | 73 | ·
Cc1ccc(-c2cc(C(=O)NCc3ccccn3)no2)cc1 | 88 | 4
CCN1C(=O)/C(=C\c2cccc(OCCOCCOc3ccc(C)cc3)c2)SC1=S | · | -4
Clc1ccc(-n2ncc3c(NCc4ccccn4)ncnc32)cc1 | 119 | -3
CCN(CC)S(=O)(=O)c1ccc2oc(SCC3CN=C(c4ccc(OC)cc4)S3)nc2c1 (stereo not drawn) | · | -4
CN(C)c1ccc(/C=[N+](\[O-])C2SC(=S)N(C)C2(C)C)cc1 (stereo not drawn) | 75 | -7
CC1=C(C(=O)Nc2ccccc2)C(c2ccc(N(C)C)cc2)NC(=O)N1 (stereo not drawn) | 107 | 9
Cc1onc(-c2c(Cl)cccc2Cl)c1C(=O)N1CCN(c2cccc(Cl)c2)CC1 | · | -12
CCOC(=O)C(C)(C)C(=O)C(C)(C)C(O)c1ccccn1 (stereo not drawn) | 102 | 1
Cc1ccccc1NC(=O)CSc1nnc(C)c2ccccc12 | · | -3
Cc1cc(C)c(C2=C(C#N)C(N)=C(C#N)C3=CCCCCC32)c(C)c1 (stereo not drawn) | · | 9
COc1cccc(C2C(C#N)=C(N)SC(N)=C2C#N)c1 | · | -2
Cc1c(NC(=O)C(C)C)cccc1-c1nc2ncccc2o1 | · | -4
Cc1ccc(S(=O)(=O)NC(C)(C)CN2CCN(C(c3ccccc3)c3ccccc3)CC2)cc1 | 100 | ·
O=C(NC1CCS(=O)(=O)C1)c1ccccc1C(=O)c1ccccc1 (stereo not drawn) | 86 | 5
COC(=O)CN(CCc1ccccc1)S(=O)(=O)c1ccc(OC)c(OC)c1 | · | -4

5 entries already listed, ordered by the number in BAP1 inh, high to low:
| SMILES | BAP1 inh | HePTP inh |
| --- | --- | --- |
| CC1=C(C(=O)Nc2ccccc2)C(c2ccc(N(C)C)cc2)NC(=O)N1 (stereo not drawn) | 107 | 9 |
| CCOC(=O)C(C)(C)C(=O)C(C)(C)C(O)c1ccccn1 (stereo not drawn) | 102 | 1 |
| Cc1ccc(S(=O)(=O)NC(C)(C)CN2CCN(C(c3ccccc3)c3ccccc3)CC2)cc1 | 100 | · |
| O=C(NC1CCS(=O)(=O)C1)c1ccccc1C(=O)c1ccccc1 (stereo not drawn) | 86 | 5 |
| CN(C)c1ccc(/C=[N+](\[O-])C2SC(=S)N(C)C2(C)C)cc1 (stereo not drawn) | 75 | -7 |

New compounds follow
Molecule | BAP1 inh | HePTP inh
COC(=O)c1cccc(Nc2ncnc3ccc(Br)cc23)c1 | · | -4
Cc1sc2nc(N)sc2c1C | 105 | 6
O=S(=O)(c1ccc(C2=CSC3=NCCN23)cc1)N1CCOCC1 | 98 | 11
O=C(NCc1ccc2c(c1)OCO2)C1CCN(S(=O)(=O)c2cccc3nsnc23)CC1 | 66 | 5
O=C1c2ccccc2OCOc2ccccc21 | 89 | 2
O=[N+]([O-])c1ccc2nc(-c3ccccc3[N+](=O)[O-])[nH]c2c1 | 54 | ·
C=CCn1c(O)c(C2=c3ccccc3=NC2=O)s/c1=N\S(=O)(=O)c1ccc([N+](=O)[O-])cc1 | · | 5
Nc1cc(-c2ccc(Br)cc2)nn1-c1ccccc1 | · | 11
Cn1c(=N)n(CC(=O)c2ccco2)c2ccccc21 | 77 | ·
Cc1cccc(NC(=O)CS(=O)(=O)c2cn(C)c3ccccc23)c1C | · | 8
O=C(N/N=C/c1cccs1)C(=O)Nc1ccc(Br)cc1 | · | -2
Cc1ccc(C(=O)Nc2cccc(Oc3ccccc3)c2)o1 | · | 2
